NPR2 activator = GC-B (human) receptor activation; P20594; HEK293-GC-B cells, CNP EC30, cGMP TR-FRET; 0% at EC30 CNP, 100% saturating CNP; activation, % at 10 µM; 0.11% of 370,000 active; AID 1920062;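 active = activation at 10 µM reaching about 35% in either raw or pattern-adjusted values, limit read from the data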
hcDAF-12 act = activates DAF-12 receptor from parasite H. contortus | HEK293 hcDAF-12 lit1-tk-luc reporter, luminescence; 0% DMSO, 100% Δ7-dafachronic acid | activation, % at 6.8 µM | 1.4% of 370,000 active | AID 652067;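 active = activation above the mean of all tested compounds plus 3 SD, cut at about 5.5% in these data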;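 note: 100% = response to 3 µM Δ7-dafachronic acid high control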
DAX1 inh-1 = inhibits human nuclear receptor DAX1. AID 504766. P51843. 0.99% of 340,000 active. HEK293 Gal4-DAX1 luciferase reporter, luminescence. inhibition, % at 6.75 µM;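 active = inhibition above the mean over all tested compounds plus 3 SD, cut at about 4.2% in these data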;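 note: 0% = DAX1-transfected cells with DMSO and 100% = empty-vector control cells with DMSO; inhibition shows as a rise in luminescence from relieved DAX1 repression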
GAA850 FXN act = activators of GAA850 frataxin (FXN) promoter; HEK293 lucGAA850 FXN promoter luciferase reporter, 24 h; percent of 10 µM SAHA response; activation, % at 6 µM; 0.56% of 360,000 active;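 active = activation above the average of all compounds screened plus 3 SD, cutoff fixed separately per campaign, cut at about 7.5% in these data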;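 note: 0% = DMSO wells and 100% = 10 µM SAHA wells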
SMARCA2 act = activators of SMARCA2 function; AID 652017; MG213 cells, MMTV-luciferase reporter, dexamethasone, overnight; 1% of 370,000 active; activation, % at 9.1 µM; in the data active = activation above about 7.8%;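 note: 0% = vehicle wells and 100% = reference activator wells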
ssDAF-12 act = activators of S. stercoralis DAF-12 nuclear receptor; HEK293 ssDAF-12/GRIP1 lit1-tk-luc reporter, luminescence; % of 3 µM dafachronic acid response; activation, % at 6.8 µM; 1% of 370,000 active; AID 652126;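 active = activation above the mean over all tested compounds plus 3 SD, cut at about 0.9% in these data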;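 note: 0% = DMSO-only wells and 100% = 3 µM delta7-dafachronic acid wells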
proKLK7 act = activators of human kallikrein-7 zymogen; 0.9% of 370,000 active; purified proKLK7, EDANS-DABCYL substrate fluorescence; 100% is mature enzyme control, 0% vehicle; P49862; activation, % at 7 µM;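 active = activation above the mean of all tested compounds plus 3 SD, computed per campaign excluding outliers beyond control limits, cut at about 13% in these data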
Target sequence (P49862 whole entry, looked up): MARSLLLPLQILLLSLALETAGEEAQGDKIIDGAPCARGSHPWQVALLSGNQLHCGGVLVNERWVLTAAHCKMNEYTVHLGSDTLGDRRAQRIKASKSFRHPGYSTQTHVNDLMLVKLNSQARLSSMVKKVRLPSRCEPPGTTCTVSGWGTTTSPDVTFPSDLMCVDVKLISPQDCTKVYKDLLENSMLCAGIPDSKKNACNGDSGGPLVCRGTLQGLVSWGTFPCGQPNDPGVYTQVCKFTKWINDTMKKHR
NPR1 activator = GC-A (human) enzyme activation | P16066 | HEK293 GC-A cells, cGMP TR-FRET, EC30 ANP; 0% at EC30 ANP, 100% saturating ANP | activation, % at 10 µM | 0.14% of 370,000 active | AID 1671463; in the data active = activation above about 40%
HGIII-sPLA2 inh = Blocks human group III sPLA2 activity; Q9NZ20; 0.56% of 370,000 active; inhibition, % at 12.2 µM; QFRET BODIPY PC-A2 liposome hydrolysis, fluorescence;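 active = inhibition above mean plus 3 SD of compounds lying within the high and low control bounds, cut at about 19% in these data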;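 note: 0% = median of test compound wells and 100% = no enzyme DMSO wells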
Target sequence (Q9NZ20 whole entry, looked up): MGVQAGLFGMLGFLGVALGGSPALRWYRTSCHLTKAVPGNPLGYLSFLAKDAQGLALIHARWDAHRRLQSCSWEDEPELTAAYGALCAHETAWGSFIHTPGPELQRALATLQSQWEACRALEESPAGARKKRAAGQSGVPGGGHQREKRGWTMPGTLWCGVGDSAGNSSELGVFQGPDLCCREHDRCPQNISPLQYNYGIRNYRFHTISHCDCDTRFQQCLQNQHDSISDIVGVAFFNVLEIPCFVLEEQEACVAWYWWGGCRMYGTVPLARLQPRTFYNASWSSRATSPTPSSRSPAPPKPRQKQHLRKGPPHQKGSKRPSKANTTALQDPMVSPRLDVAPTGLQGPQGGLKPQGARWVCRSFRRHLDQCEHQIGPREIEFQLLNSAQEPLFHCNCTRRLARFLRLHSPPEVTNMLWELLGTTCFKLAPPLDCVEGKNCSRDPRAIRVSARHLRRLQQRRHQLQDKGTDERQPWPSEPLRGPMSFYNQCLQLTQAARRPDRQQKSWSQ
DAX1 inh-2 = DAX1 (NR0B1) inhibition, primary screen. HEK293T StAR-luciferase reporter, SF-1/DAX-1 repression relief. inhibition, % at 6.8 µM. 1.1% of 370,000 active. AID 652010;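 active = inhibition above the mean over all tested compounds plus 3 SD, cut at about 3.6% in these data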;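 note: 0% = DAX-1 cells with DMSO and 100% = cells lacking DAX-1 with DMSO; higher inhibition means more luminescence from relief of DAX-1 repression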
hgDAF-12 ag = activates the H. glycines DAF-12 receptor ligand-binding domain. 1.8% of 370,000 active. activation, % at 6.8 µM. AID 687014. HEK293 GAL4-hgDAF12 UAS-luciferase reporter, agonist luminescence; normalized to butyrate control;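 active = activation above a cutoff set at the mean of all screened compounds plus 3 SD, cut at about 10% in these data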;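 note: 0% = DMSO wells and 100% = sodium butyrate wells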
* = called active by the depositor; . = not tested or not shown. An excerpt. The share of hits here may be higher or lower than overall.

SMILES	NPR2 activator	hcDAF-12 act	DAX1 inh-1	GAA850 FXN act	SMARCA2 act	ssDAF-12 act	proKLK7 act	NPR1 activator	HGIII-sPLA2 inh	DAX1 inh-2	hgDAF-12 ag
C[C@]12CCC3C(CC[C@H]4C[C@@H](O)CC[C@]34C)C1C[C@@H](O)[C@]2(C)O (some centres not stated)	1	0.1	0.4	2.5	-3	-0.6	-0.4	-2	-2	0.2	0.2
COc1ccc(C(c2nnnn2Cc2ccccc2)N2CCC3(CC2)C(=O)NCN3c2ccccc2)cc1 (configuration not stated)	2	-1.6	.	.	-6	-1.0	-0.4	-9	-10	-1.9	2.2
Cc1nn(Cc2ccc(Cl)cc2Cl)c(Cl)c1C(=O)NC1CCCc2ccccc21 (configuration not stated)	0	1.7	-0.2	1.7	4	-1.3	-0.4	2	6	0.1	1.3
CCC(C)n1c(O)c(C=NCC2CCCO2)c(=O)[nH]c1=S (configuration not stated)	5	-1.2	-2.4	-1.3	-4	-1.6	0.3	-4	10	0.8	-1.4
Cc1c(C=C2C(=O)N(C)C(=S)N(C)C2=O)c2ccccc2n1CC(=O)NCC1CCCO1 (configuration not stated)	1	3.9	0.9	0.1	0	-0.4	-0.8	4	5	1.1	5.6
COc1cc2c(cc1OC)C13CCN4CC5=CCOC(CC(=O)O)C(C5CC41)C3N2 (configuration not stated)	-1	0.5	5.7*	2.1	-1	-1.0	-0.7	3	1	-0.2	1.6
CCCCn1c(O)c(C(C)=Nc2cccc(C(=O)O)c2)c(=O)[nH]c1=O	5	1.1	-1.5	-4.8	-2	-1.6	-0.5	3	1	0.4	0.1
Cc1ccc(OC(=O)N(C)C[C@@H]2OCc3cnnn3CCCC(=O)N([C@H](C)CO)C[C@H]2C)cc1	3	-2.2	0.4	-0.9	4	-0.9	0.3	-1	2	0.2	-1.8
CC1(C)C(C(=O)N2CCN(c3ccc(Cl)cc3)CC2)C1(C)C	-1	-2.2	-0.9	2.1	0	-0.9	-0.1	6	2	0.0	1.5
O=c1[nH]c(=O)n(-c2cccc(F)c2)c(O)c1/C=C1\C=Nc2ccccc21	2	5.7*	1.0	0.1	-3	0.4	-0.2	10	4	0.0	0.7
O=C1c2ccccc2C2(c3ccc(Cl)cc3)NCCN12 (configuration not stated)	0	-2.1	0.1	3.5	-4	-1.4	-0.3	-6	2	-0.4	-2.0
O=C1NC(=O)N(c2ccccc2F)C(=O)/C1=C/c1ccc(Oc2ccc([N+](=O)[O-])cn2)cc1	-5	-0.6	-0.1	2.1	4	-1.3	-0.2	0	-6	-0.2	3.3
Cc1ccsc1C(=O)C1CCCN(Cc2cccc(-n3cccn3)c2)C1 (configuration not stated)	-8	-1.4	0.1	0.1	-4	-1.4	-0.2	-4	0	-1.0	0.4
O=C1c2ccccc2-c2cccc3cccc1c23	-11	3.4	0.2	6.4	8.6*	-0.4	-38	2	-13	2.6	7.6
Cc1ccc2c(c1)C1CN(C)CCC1N2S(=O)(=O)c1ccccc1 (configuration not stated)	-3	0.8	0.4	-1.6	6	-0.4	0.8	-6	-19	-0.2	0.3
CC[C@]12C=CCN3CCC4(c5cc(Br)c(OC)cc5N(C)C4[C@@](O)(C(=O)OC)[C@@H]1OC(C)=O)C32 (some centres not stated)	-3	0.1	1.1	1.8	2	-1.4	0.6	-3	2	0.0	0.0
CCS(=O)(=O)Nc1cccc(C(=C2CCCCC2)c2cnc[nH]2)c1	-6	-1.8	-1.1	-2.0	-2	-1.3	0.6	-3	-37	1.2	-2.6
O=C(COC(=O)c1ccccc1)Nc1ccc(Cl)cc1C(=O)c1ccccc1	-2	-1.0	0.2	-3.4	7	-1.4	0.2	-2	21*	-0.2	-3.6
N[C@@H]1C[C@H]1c1ccccc1	-4	-1.5	-0.8	2.9	-4	-1.1	-0.8	1	5	2.3	4.3
O=C(Cn1cnc2sc3c(c2c1=O)CCCC3)NCCCC(=O)N1CCC2(CC1)OCCO2	-2	-0.5	1.0	2.7	-2	-0.4	0.3	-1	-6	-0.1	-0.8

Complete entries from above.
Entry for COc1cc2c(cc1OC)C13CCN4CC5=CCOC(CC(=O)O)C(C5CC41)C3N2 (configuration not stated) → NPR2 activator: -1; hcDAF-12 act: 0.5; DAX1 inh-1: 5.7*; GAA850 FXN act: 2.1; SMARCA2 act: -1; ssDAF-12 act: -1.0; proKLK7 act: -0.7; NPR1 activator: 3; HGIII-sPLA2 inh: 1; DAX1 inh-2: -0.2; hgDAF-12 ag: 1.6
Entry for O=C1c2ccccc2C2(c3ccc(Cl)cc3)NCCN12 (configuration not stated) → NPR2 activator: 0; hcDAF-12 act: -2.1; DAX1 inh-1: 0.1; GAA850 FXN act: 3.5; SMARCA2 act: -4; ssDAF-12 act: -1.4; proKLK7 act: -0.3; NPR1 activator: -6; HGIII-sPLA2 inh: 2; DAX1 inh-2: -0.4; hgDAF-12 ag: -2.0

3 structures already listed, ordered by length of the SMILES, rising:
SMILES	NPR2 activator	hcDAF-12 act	DAX1 inh-1	GAA850 FXN act	SMARCA2 act	ssDAF-12 act	proKLK7 act	NPR1 activator	HGIII-sPLA2 inh	DAX1 inh-2	hgDAF-12 ag
O=C1c2ccccc2C2(c3ccc(Cl)cc3)NCCN12 (configuration not stated)	0	-2.1	0.1	3.5	-4	-1.4	-0.3	-6	2	-0.4	-2.0
Cc1ccc2c(c1)C1CN(C)CCC1N2S(=O)(=O)c1ccccc1 (configuration not stated)	-3	0.8	0.4	-1.6	6	-0.4	0.8	-6	-19	-0.2	0.3
COc1ccc(C(c2nnnn2Cc2ccccc2)N2CCC3(CC2)C(=O)NCN3c2ccccc2)cc1 (configuration not stated)	2	-1.6	.	.	-6	-1.0	-0.4	-9	-10	-1.9	2.2

Returning to the listing; the two compounds before the break are reprinted first.
SMILES	NPR2 activator	hcDAF-12 act	DAX1 inh-1	GAA850 FXN act	SMARCA2 act	ssDAF-12 act	proKLK7 act	NPR1 activator	HGIII-sPLA2 inh	DAX1 inh-2	hgDAF-12 ag
N[C@@H]1C[C@H]1c1ccccc1	-4	-1.5	-0.8	2.9	-4	-1.1	-0.8	1	5	2.3	4.3
O=C(Cn1cnc2sc3c(c2c1=O)CCCC3)NCCCC(=O)N1CCC2(CC1)OCCO2	-2	-0.5	1.0	2.7	-2	-0.4	0.3	-1	-6	-0.1	-0.8
CCOC(=O)C1CN(C)CCC1=O (configuration not stated)	.	1.2	-0.5	0.9	1	-1.4	1.6	.	1	0.1	-0.8
Cc1cc(OC(C)C(=O)N[C@H](C(=O)O)c2ccccc2)c2c3c(c(=O)oc2c1)CCC3 (some centres not stated)	5	-0.3	2.1	-0.1	2	-1.1	6.2	0	-5	-0.4	0.3
COC(=O)C1=C(c2ccc(F)cc2OCc2ccccc2)C[C@@H]2CC[C@H]1N2C(=O)NCCc1ccc(F)cc1	-8	-2.9	0.0	-4.0	0	-1.6	0.7	-7	-13	0.0	-1.0
Fc1ccccc1CNCCc1c[nH]c2ccccc12	-5	1.4	0.2	-0.6	-2	-0.3	-0.4	-12	-4	-0.1	1.4
Cc1ncoc1C(=O)NCC1=C(c2ccc(S(C)(=O)=O)cc2)C[C@@H]2CC[C@H]1N2Cc1ccco1	0	0.1	1.5	0.8	-4	-1.1	0.2	0	10	0.9	2.9
Cc1ccc(OC(=O)N(C)C[C@H]2OCc3cnnn3CCCC(=O)N([C@H](C)CO)C[C@@H]2C)cc1	-2	0.3	0.9	0.1	-4	-0.2	-0.6	4	13	0.0	0.0
CC(C)C/C(=N/O)c1cn(C)c2ccccc12	-3	2.4	3.1	-0.3	-2	-0.8	0.0	-10	-6	0.7	2.5
CC(Cc1ccccc1)NC(=O)/C=C/C(=O)O (configuration not stated)	-4	-1.0	-0.4	-0.3	-2	-1.4	0.4	-2	0	-0.1	3.8
O=C1NC2C(=CC(O)C(O)C2O)c2cc3c(cc21)OCO3 (configuration not stated)	-2	-5.3	-6.0	-15	-8	-2.6	-0.3	8	3	-6.1	-14
CCCC[N+]12CCC(CC1)C(C(O)(c1ccccc1)c1ccccc1)C2 (configuration not stated)	0	1.2	3.1	2.6	-1	-1.4	0.0	3	2	-0.3	0.1
O=C1CN(O)C(c2ccccc2)=c2cc(Cl)ccc2=N1	3	0.0	-0.7	-0.9	-1	-0.4	-0.1	-1	-2	-0.7	-0.2
C=CCn1c(O)c(C(C)=Nc2ccc(C(=O)O)cc2)c(=O)[nH]c1=O	3	0.6	0.2	-0.7	-2	-1.1	0.4	-2	9	0.3	-0.9
O=C(O)Cn1cc(/C=C2\C(=O)NC(=O)N(c3ccc(Cl)cc3)C2=O)c2ccccc21	2	2.2	-0.3	1.4	-1	1.2*	-0.2	-3	-3	0.3	-0.6
c1cncc(CNC2=NCCCCC2)c1	1	0.2	0.2	-0.3	0	0.2	0.1	4	2	-0.1	1.8
Cc1ccc(S(=O)(=O)N2Cc3cc(N4CCOCC4)ccc3-n3nncc3C2)cc1	-5	1.6	.	.	-1	-1.0	0.3	-1	11	0.0	-1.6
O=C(CCCN1CCC(n2c(=O)[nH]c3ccccc32)CC1)c1ccc(F)cc1	-2	-3.1	0.5	-0.6	-7	-1.2	-0.8	1	-3	-1.1	-0.2
C=CCN1C(=O)NC(=O)/C(=C/C=C/c2ccccc2)C1=O	4	-0.6	-0.8	3.9	-2	-1.3	0.5	24	0	-0.8	-0.5
Cc1ccc(-n2c(C)nc3ccccc3c2=O)cc1C	4	-1.0	0.4	0.9	-5	-1.2	-0.1	0	8	-0.6	-3.8
Cc1cc(OC(=O)CCNC(=O)OC(C)(C)C)c2c3c(c(=O)oc2c1)CCC3	-4	-0.3	0.1	-3.7	-4	-1.5	8.3	-1	2	-1.1	-1.1
CCC(=NCCc1c[nH]c2ccccc12)c1c(O)n(-c2ccc(C)cc2)c(=O)[nH]c1=O	-4	0.0	-0.8	3.3	0	-0.7	-0.2	-6	-79	-0.8	-0.2
O=c1[nH]c2ccccc2n1C1CCN(C(CCc2ccccc2)c2nnnn2Cc2ccccc2)CC1 (configuration not stated)	-2	-1.3	.	.	-7	-1.1	-0.2	-4	6	-4.7	-5.7

Screening results deposited in PubChem by several laboratories.
